Bioassay records: PubChem BioAssay, National Center for Advancing Translational Sciences (NCATS)
SNCA expr inhib = inhibitors of alpha-synuclein (SNCA) gene expression | HEK-293 SNCA-luciferase knock-in, luminescence, 24 h | Potency, µM (titrated, usually from 57.2 µM), for inactives: at the top dose activity change, negative = inhibition, hits mostly inhibitors | actives 0.17% (n = 140,000);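 further: potency means the concentration at half of the fitted maximal effect; plate controls were DMSO cells for no effect and cell-free wells for full effect; nearly all actives have a fitted effect of over 45% in size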
IP6K1 inh = inhibitors of human IP6K1; IP6K1 kinase, ADP-Glo luminescence, 2 h; stronger effect = lower value; actives 0.81% (n = 140,000); AID 1645851; activity change, % (series mostly up to about 58 µM); in the data active means activity change below about -25%
Target sequence (Q92551 whole entry, looked up): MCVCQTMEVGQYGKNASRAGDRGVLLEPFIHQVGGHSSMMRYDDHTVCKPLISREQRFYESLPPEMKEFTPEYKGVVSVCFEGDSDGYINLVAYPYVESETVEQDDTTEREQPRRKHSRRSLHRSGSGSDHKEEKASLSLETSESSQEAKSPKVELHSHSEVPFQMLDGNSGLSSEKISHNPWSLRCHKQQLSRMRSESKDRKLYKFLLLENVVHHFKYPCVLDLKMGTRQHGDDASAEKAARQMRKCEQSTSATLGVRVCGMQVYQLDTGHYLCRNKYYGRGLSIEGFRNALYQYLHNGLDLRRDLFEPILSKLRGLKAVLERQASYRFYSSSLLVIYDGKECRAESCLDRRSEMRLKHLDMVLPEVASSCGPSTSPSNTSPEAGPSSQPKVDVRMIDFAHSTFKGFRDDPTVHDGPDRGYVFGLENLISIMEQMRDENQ
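ADP-Glo luminescence measures ADP made by human IP6K1 during a 2 h RT reaction with ATP/IP6 (mix at 1.3 mM/130 uM); top library doses 57.5 and 19.1 uM final.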
SNCA viab count = reduces viability of HEK-293 SNCA reporter cells; HEK-293-SNCA-luc viability, GF-AFC fluorescence, 24 h; Potency, µM (titrated, usually from 57.1 µM), inactives show at the highest dose activity change, negative = cytotoxicity, usual class: cytotoxic; actives 0.12% (n = 150,000);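 further: potency means the concentration at half of the fitted maximal effect; 0% = DMSO-treated cells and -100% = medium-only wells without cells; nearly all actives have a fitted effect of over 30% in size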
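Cytotoxicity counterscreen: after 24 h compound treatment of genome-edited SNCA-luciferase HEK-293 cells, live-cell protease substrate GF-AFC read by fluorescence after 30 min; activity scaled between DMSO (0%) and medium-only (-100%), curves Hill-fitted.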
HEK cytotox = cytotoxic compounds in HEK 293 cells. HEK 293 viability, ATP luminescence (CellTiter-Glo), 48-72 h. Potency, µM (doses to about 115 µM), for the others: top-dose activity change, negative = cytotoxicity, most hits filed as inhibitors. actives 6.6% (n = 94,000); further: potency means the concentration at half of the fitted maximal effect; nearly all actives have a fitted effect of over 60% in size
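Viability of HEK 293 cells, plated at 250 cells/well, was judged by cellular ATP after compound treatment for 48 or 72 hr. Luminescence was imaged 10 min after CellTiter-Glo addition at room temperature.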
NIH3T3 tox = cytotoxic compounds in NIH 3T3 cells; NIH 3T3 viability, CellTiter-Glo ATP luminescence, 48-72 h; Potency, µM (top dose mostly 96.7 µM), for inactives: at the highest dose activity change, negative = cytotoxicity, actives largely listed as inhibitors; actives 4.3% (n = 94,000); AID 1345082; further: potency means the concentration at half of the fitted maximal effect; nearly all actives have a fitted effect of over 55% in size
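ATP-dependent luminescence (CellTiter-Glo) served as the viability signal for NIH 3T3 cells treated with compound for 48 or 72 hr at 37 °C.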
GPT2 inhibitor = GPT2 alanine aminotransferase inhibition; Q8TD30; Recombinant GPT2, coupled pyruvate oxidase/HRP Amplex Red fluorescence; Potency, µM (titrated, usually from 57.7 µM), inactives show at the highest dose activity change, negative = inhibition, most hits filed as inhibitors; actives 0.25% (n = 100,000); AID 1671188; further: potency means the concentration at half of the fitted maximal effect; nearly all actives have a fitted effect of over 60% in size; many of its hits are not listed in these tables
Target sequence (Q8TD30 whole entry, looked up): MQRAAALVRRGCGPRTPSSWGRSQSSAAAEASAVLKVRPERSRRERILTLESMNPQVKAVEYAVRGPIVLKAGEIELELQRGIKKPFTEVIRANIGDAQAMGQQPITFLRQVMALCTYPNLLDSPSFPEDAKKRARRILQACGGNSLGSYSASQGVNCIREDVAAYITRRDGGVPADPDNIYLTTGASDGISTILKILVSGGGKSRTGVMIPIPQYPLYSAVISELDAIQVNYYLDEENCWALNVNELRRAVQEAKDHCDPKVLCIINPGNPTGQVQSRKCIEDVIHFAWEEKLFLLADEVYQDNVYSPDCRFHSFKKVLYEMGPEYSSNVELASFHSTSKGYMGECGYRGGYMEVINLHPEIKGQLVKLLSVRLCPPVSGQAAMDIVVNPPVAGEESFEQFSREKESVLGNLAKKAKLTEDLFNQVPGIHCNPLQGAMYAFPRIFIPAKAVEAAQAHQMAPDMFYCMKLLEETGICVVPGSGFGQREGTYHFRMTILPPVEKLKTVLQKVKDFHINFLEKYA
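Recombinant GPT2 (10ng/uL) with 250uM a-KG and 2mM L-alanine, 30 min at room temperature, in HEPES pH 7.5 buffer. Pyruvate detected by pyruvate oxidase/HRP/Amplex Red fluorescence after 30 min in the dark; AOA (50uM) as positive control.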
Luciferase inh = inhibitors of firefly (Photinus pyralis) luciferase; AID 1347043; actives 2.5% (n = 76,000); purified P. pyralis luciferase, luminescence, biochemical; Potency, µM (series often up to 115 µM), inactives show at the highest dose activity change, negative = inhibition, usual class: inhibitors; further: potency means the concentration at half of the fitted maximal effect; nearly all actives have a fitted effect of over 65% in size
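Luminescence read by CCD imaging after purified firefly luciferase (10nM final) was added to substrate buffer holding 10uM D-luciferin and 10uM ATP, pH 7.5, pre-dosed with compound.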
Starred values were filed as active, the others as inactive; i = inactive; u = inconclusive; x = no result given; & = joins results of further samples; [ ] = dose if it differs, or a comment. Unless noted, the call rests on the fitted dose curve; in most records, active means well fitted curve in the direction sought with a large enough effect; inconclusive means small, poorly fitted or top-dose-only effect, or another doubt; inactive means no such curve, though single readings can be large; an effect the other way counts as inactive or inconclusive. Unless noted, on the % scale 0 is the no-effect control and ±100 the full control effect.

SMILES	SNCA expr inhib	IP6K1 inh	SNCA viab count	HEK cytotox	NIH3T3 tox	GPT2 inhibitor	Luciferase inh
COc1ccc(N2CCN(C(=O)c3cn(C)c4ccc(S(=O)(=O)N(C)C5CCCCC5)cc4c3=O)CC2)cc1	u	-7	u	x	x	x	x
c1cnc(N2CCOCC2)c(CN(Cc2ccsc2)CC2CCCO2)c1 (stereo not given)	-7%	0	-1%	-24%	-26%	5%	-3%
Cc1cccc(-c2ncc(CN(C)Cc3cccc4ncccc34)cn2)c1	8%	-6	13%	u	-30%	3%	-2%
CCC1=C(C(=O)OC)C(c2ccccc2C)N2C(CC(=O)NCC3CC3)=CSC2=N1 (stereo not given)	-28%	23	-12%	u	-30%	i	-11%
Cc1cc(O)c(C(c2cccc(F)c2)N2CCN(c3ccccc3)CC2)c(=O)n1Cc1ccco1 (stereo not given)	-3%	-6	-4%	x	x	x	x
O=C(COc1ccc(F)cc1)N1CCC2(CC1)CN(C1CCC1)CC2CO (stereo not given)	-1%	1	-2%[12.5 µM]	u	u	u	-12%
COc1ccc(CCNC(=O)c2ccc3c(c2)c(C)c(C)n3Cc2ccc(F)cc2)c(OC)c1OC	0%	0	-25%	x	x	x	x
CCC(=O)N1CCc2c(sc3ncnc(NCc4ccccn4)c23)C1	37%[activator]	-8	8%	-13%	-20%	0%	-4%
CC(C)(C)CC(=O)N1CC[C@@H](CC(=O)O)[C@@H](CCN2CCN(c3ccc(F)cc3)CC2)C1	13%	-6	5%	-14%	-10%	u	15%
COc1ccc(C2(C(=O)N3CCCC(c4nc(CCOCC5CC5)no4)C3)CC2)cc1 (stereo not given)	-6%	-4	-1%	u	-7%	i	1%
COc1cccc(CC(=O)N2CCOc3ccc(CN4CCc5ccccc5C4)cc3C2)c1	-30%	-10	u	u	u	i	3%
COc1ccc(C(=O)N2CCN3CCS(=O)(=O)N(C4CC4)C(=O)C3C2)c(OC)c1 (stereo not given)	-3%	19	7%	2%	-10%	i	x
N[C@@H](Cc1cc(I)c(Oc2cc(I)c(O)c(I)c2)c(I)c1)C(=O)O	0%	-25&3	-17%	x	x	i	x
O=C(COc1ccc(Cl)cc1Cl)Nc1ccc(C(=O)OC2CCCCC2)cc1	-17%	-9	23%	x	x	x	x
O=C(NCc1ccnc2[nH]ccc12)c1cc(F)ccc1Br	36%	0	10%	-7%	-16%	i	-11%
O=C(NCc1cccs1)c1nc(-c2cccc(C(F)(F)F)c2)c2cnccn12	-8%	4	14%	u	-27%	1%	7%
CCNC(=O)N1CCC(=O)N(CC)C2(CCOCC2)C1	7%	-6	-23%	-1%	0%	-7%	0%
COc1cccc(S(=O)(=O)N2CCC(N(C(C)=O)C3CCOCC3)CC2)c1	5%	18	-1%	-14%	u	-1%	x
C=CC(C)(C)c1[nH]c2cc3c(cc2c1CC1NC(=O)C2CCCN2C1=O)C=CC(C)(C)O3 (stereo not given)	x	7	-20%[23.9 µM]	x	x	i	x
COCCNC(=O)C(=O)NCC(c1cccnc1)N1CCN(c2ccccc2)CC1 (stereo not given)	13%	7	3%	x	x	x	x
Cc1cn2nc(C(=O)NCc3ccc(C(F)(F)F)cc3)cc2c(N2CCSCC2)n1	-2%	0	4%	-22%	u	i	0%
Cc1cc(C(=O)NC2CC2)c2c(C3CCCN3)noc2n1 (stereo not given)	5%[87.6 µM]	2	-4%[87.6 µM]	i	5%[138 µM]	5%[88.5 µM]	x
C=CCCC(=O)N1C[C@@H](C(=O)OCC)[C@@H]2Oc3cc(OC)ccc3[C@@H]21	x	2	x	5%	u	x	x
CC(=O)Nc1cccc(-c2nc(-c3ccccc3)no2)c1	-35%	-15	-16%	x	x	x	x
COc1ccc(NC(=O)c2oc3ccccc3c2NC(=O)Cc2coc3c(C)c(C)ccc23)cc1	14%	14	-1%	x	x	x	x
(list continues)
SMILES	SNCA expr inhib	IP6K1 inh	SNCA viab count	HEK cytotox	NIH3T3 tox	GPT2 inhibitor	Luciferase inh
O=C(c1cccc2nccnc12)N1CCc2c(ncnc2N2CCOCC2)C1	3%	-2	-8%	-39%	-6%	-14%	12%
COc1cccc(NC(=O)N2CCC(Oc3ncccc3C(=O)N3CCOCC3)C2)c1 (stereo not given)	5%	-4	0%	8%	i	0%	3%
CCOC(=O)C1(Cc2cccc(OC)c2)CCCN(C(=O)COc2ccccc2)C1 (stereo not given)	198%[activator]	-11	-2%	u	-13%	-4%	35µM*
CCc1ccc(C(=O)N2CCC3(CC2)N(C)C(=O)CS3(=O)=O)cc1	39%	-8	-12%	2%	-2%	i	7%
O=C(c1ccccc1F)N1CCCC(Cc2nc(C3CCOCC3)no2)C1 (stereo not given)	7%	2	0%	-2%	-7%	i	-10%
O=C(c1ccccc1F)N1CCC2(CC1)C(=O)NN=C2c1ccncc1	-13%	-8	6%	i	0%	1%	2%
Cc1cn2nc(C(=O)N3CCC(NC(=O)Cc4ccccc4C)CC3)cc2c(=O)[nH]1	5%	-18	-5%	2%	2%	0%	-6%
CC(C)OCCCNC(=O)c1ccc2c(=O)n(CCc3ccccc3)c(=O)[nH]c2c1	58%[activator]	14	1%	x	x	x	x
CCCCn1c(=O)c(C(=O)NCCc2ccccc2)nc2cccnc21	-24%	5	-4%	45µM*	u	i	x
CN1CC(=O)N(c2ccccc2F)Cc2c(NCCc3ccccc3F)ncnc21	-11%	-11	-10%	u	u	4%	6%
CC(=O)Nc1ccc(OCC(=O)NCc2ccccc2C)nc1	3%	21	9%	2%	i	-1%	-21%
COc1cccc([S+](=O)([O-])N2CCC3(CC2)C(=NC2CCCCC2)NC(=O)N3c2cc(F)cc(F)c2)c1	6%	0	-1%	-21%	u	i	x
COc1ccc(-c2cc(N3CCC(NC(=O)Cc4ccsc4)CC3)n[nH]2)cc1	38%[activator]	12	-16%	u	u	-12%	-5%
CCc1ccccc1NC(=O)N1CCC2(CC1)Oc1ccccc1C(=O)N2Cc1ccccc1F	25%	18	2%	x	x	x	x
Cc1onc(-c2cnn(C)c2NCc2ccc(C#N)cc2)c1C(=O)NCC1CCOCC1	8%[87.6 µM]	33	-12%[87.6 µM]	0%[172 µM]	u	5%[88.5 µM]	3%[172 µM]
Cc1ccccc1CNC(=O)c1ccc2[nH]c(C)c(C)c2c1	28%	-13	-3%	x	x	x	x
CCc1ncc(C(=O)N2CCN(c3ccc(Cl)c(Cl)c3)CC2)cn1	0%	-4	-14%	u	u	3%	-8%
Cc1noc2c(-c3cnn(C)c3)cc(-c3cccnc3)nc12	5%[87.6 µM]	2	-14%[87.6 µM]	-31%[172 µM]	u	3%[88.5 µM]	12%[172 µM]
COCCCNC(=O)c1nc2nc(-c3ccccc3)c(Cl)cc2n1C	-5%[87.6 µM]	21	-2%[87.6 µM]	u	u	-29%[88.5 µM]	-2%[172 µM]
O=C(NC1CC1)c1cc(C2CC2)nc2onc(C3CCCN3)c12 (stereo not given)	61%[activator]	6	7%	1%	0%	0%	x
CCCN(CC1CCOC1)C(=O)Nc1ccccc1C(F)(F)F (stereo not given)	-2%	9	6%	-3%	-7%	i	-7%
Cc1cccc(CN2CCc3nnc([C@@H]4C[C@@H](O)CN4C)n3CC2)c1	5%	2	-8%	-1%	1%	2%	-6%
Cc1cc(C(=O)N2CCCCCC2c2nnc(-c3ccccc3)o2)nn1C (stereo not given)	38%[activator]	-6	-1%	u	-18%	i	8%
CCCOc1cc(C)c2c(c1C)C[C@H](C(C)C(=O)N1CCN(CCO)CC1)CC2 (stereo not given in full)	5%[87.6 µM]	-2	1%[87.6 µM]	u	-20%[174 µM]	u	14%[172 µM]
O=C(NCCc1ccccc1)C1CN(C2CCCC2)C(=O)N1 (stereo not given)	11%[87.6 µM]	5	-9%[12.5 µM]	5%[172 µM]	-7%[138 µM]	i	x

Some values from above:
IP6K1 inh result of CC(=O)Nc1ccc(OCC(=O)NCc2ccccc2C)nc1 → 21
Luciferase inh result of COCCCNC(=O)c1nc2nc(-c3ccccc3)c(Cl)cc2n1C → -2%[172 µM]
IP6K1 inh result of COc1ccc(CCNC(=O)c2ccc3c(c2)c(C)c(C)n3Cc2ccc(F)cc2)c(OC)c1OC → 0

Next section
SMILES	SNCA expr inhib	IP6K1 inh	SNCA viab count	HEK cytotox	NIH3T3 tox	GPT2 inhibitor	Luciferase inh
O=C(COc1ccccc1F)Nc1ccc2nc(SCC(=O)N3CCOCC3)sc2c1	15%	3	-20%	x	x	x	x
Cc1cc(C)c(NC(=O)CCC(=O)N2Cc3ccccc3Oc3ncccc32)c(C)c1	24%	4	-6%	x	x	x	x
Cc1cnc(C2CCN(S(C)(=O)=O)C2)n1Cc1ccc(F)cc1 (stereo not given)	-3%	15	u	1%	-16%	i	x
N#Cc1cccc(-c2cn3cc(C(=O)NCCc4ccc(Cl)cc4)nc3s2)c1	-4%	13	7%	u	-12%	-16%	x
CN(CCNC(=O)C1CCCN(c2cnn(Cc3ccccc3)c(=O)c2)C1)C1CCCCC1 (stereo not given)	8%	19	10%	-19%	-20%	-6%	-3%
CCOc1ccccc1CNC(=O)c1cnc2sc(N(CC)CC)nn2c1=O	6%	16	-12%	x	x	x	x
CC(=O)N[C@@H]1CN(C(=O)c2[nH]c3c(C)ccc(C)c3c2C)C[C@H]1C(C)C	u	-3	-2%	u	u	-8%	0%
C=CCNC(=O)N1CC[C@H]2CC(=O)N(c3ccccc3)CC[C@H]2C1	-16%[87.6 µM]	-6	3%[87.6 µM]	u	2%[138 µM]	u	-3%[172 µM]
CCOc1cc(=O)n2c(c1C(=O)Nc1ccc(SC)cc1)CCCC2	-1%	-16	3%	2%	-3%	4%	-11%
O=C1COc2ccc(-c3ccccc3)nc2CN1CCOc1ccccc1	11%[87.6 µM]	-5	2%[87.6 µM]	u	45µM*	-11%[88.5 µM]	12%[172 µM]
COC(=O)CO[C@@H]1CO[C@H]2[C@@H]1OC[C@@H]2n1cc(-c2ccccn2)nn1	-13%[87.6 µM]	-4	1%[87.6 µM]	i	i	-3%[88.5 µM]	1%[172 µM]
O=C1NCCCCCCN(Cc2ccncc2)[C@@H]2CN(C(=O)NCCc3ccccc3)CC[C@H]12	11%	23	-15%	u	-16%	5%	5%
COc1cc(NC(=O)c2ccc(-c3ncn[nH]3)cc2)ccc1NC(=O)C(C)(C)C	12%	-7	-9%	25µM*	u	i	11µM*

Some entries already given with just GPT2 inhibitor, SNCA viab count and Luciferase inh.
| mol | GPT2 inhibitor | SNCA viab count | Luciferase inh |
| --- | --- | --- | --- |
| CC(=O)N[C@@H]1CN(C(=O)c2[nH]c3c(C)ccc(C)c3c2C)C[C@H]1C(C)C | -8% | -2% | 0% |
| C=CCNC(=O)N1CC[C@H]2CC(=O)N(c3ccccc3)CC[C@H]2C1 | u | 3%[87.6 µM] | -3%[172 µM] |
| CCOc1cc(=O)n2c(c1C(=O)Nc1ccc(SC)cc1)CCCC2 | 4% | 3% | -11% |
| O=C1COc2ccc(-c3ccccc3)nc2CN1CCOc1ccccc1 | -11%[88.5 µM] | 2%[87.6 µM] | 12%[172 µM] |

Some of the compounds tested; rates above refer to the full screens.
